DDE Tn6 FP inh: inhibitors of Tn6 peptide binding to fibrin DD(E), primary screen, biochemical, fluorescence polarization, human fibrin, Tn6 probe | Fibrinogen beta chain (Homo sapiens), P02675 | Fibrin DD(E) TRITC-Tn6 fluorescence polarization displacement | AID 720509, 2013 | 370,000 tested, 0.21% active | inhibition, % at 8.3 µM;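 active = inhibition above a per-campaign cutoff: mean of compounds within control limits plus 3 SD, cut at about 15% in these data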;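 also: 0% = median of all compound wells on the plate and 100% = blocking peptide control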
ADAM17 inh: ADAM17 inhibitors, primary screen, biochemical, QFRET; Disintegrin and metalloproteinase domain-containing protein 17 (Homo sapiens), P78536; recombinant ADAM17, EDANS/DABCYL FRET peptide cleavage; inhibition, % at 6.95 µM; 370,000 tested, 0.83% active; AID 720648, 2013;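 active = inhibition above the mean of compounds lying between control limits plus 3 SD, set per campaign, cut at about 8.5% in these data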;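 also: 0% = DMSO-only wells as the low control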
proKLK7 act: proKLK7 zymogen activators, primary screen, biochemical, fluorescence intensity. Kallikrein-7 (Homo sapiens), P49862. purified proKLK7, EDANS-DABCYL substrate fluorescence; 100% is mature enzyme control, 0% vehicle. activation, % at 7 µM. 370,000 tested, 0.9% active;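 active = activation above the mean of all tested compounds plus 3 SD, computed per campaign excluding outliers beyond control limits, cut at about 13% in these data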
DDE Tn7 FP inh: inhibitors of Tn7 peptide binding to fibrin DD(E), primary screen, biochemical, fluorescence polarization, human fibrin, Tn7 probe | FP displacement of FITC-Tn7 peptide from fibrin DD(E); 0% = median of compound wells per plate | inhibition, % at 8.3 µM | 370,000 tested, 0.13% active | AID 720508, 2013;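 active = inhibition above the mean of compounds falling within the control limits plus 3 SD of them, cut at about 14% in these data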;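 also: 0% = plate median of compound wells and 100% = 10 µM Aha-Tn7 peptide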
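system = human fibrin DD(E) protein | quantity = DD(E) 2 µM final | medium = Tris/NaCl/CaCl2 buffer, pH 7.8 | also added = labelled Tn7 tracer, 0.1 µM | compound dosing = single point at 8.3 µM | timing = compound with protein 10 min, then 3 h after probe, room temperature | signal = FP measurement | benchmarks = Aha-Tn7 high control | repeats = one replicate per compound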
PLC-beta3 inh: human PLC-beta3 inhibitors, primary screen, biochemical, fluorescence; 1-phosphatidylinositol 4,5-bisphosphate phosphodiesterase beta-3 (Homo sapiens), Q01970; Purified PLC-beta3, fluorogenic substrate; inhibition, % at 12.2 µM; 370,000 tested, 0.18% active; in the data active = inhibition above about 11%;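 also: 0% = median of compound wells on plate and 100% = full blocker control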
ASAP1 inh: inhibitors of human ASAP1 ArfGAP activity, primary screen, biochemical, fluorescence polarization | Arf-GAP with SH3 domain, ANK repeat and PH domain-containing protein 1 (Homo sapiens), … | ASAP1-stimulated ARF1 GTP hydrolysis, GDP FP detection | inhibition, % at 16.5 µM | 360,000 tested, 0.19% active; in the data active = inhibition above about 25%;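 also: 0% = vehicle with enzyme and substrate and 100% = no enzyme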
PLCg1 inh: PLC-gamma1 enzyme inhibitors, primary screen, biochemical, fluorescence, purified enzyme. 1-phosphatidylinositol 4,5-bisphosphate phosphodiesterase gamma-1 (Homo sapiens), P19174. 370,000 tested, 0.84% active. inhibition, % at 12.2 µM. fluorogenic substrate; in the data active = inhibition above about 9.5%
UHRF1 MBD2 ctr: UHRF1 methylated DNA binding inhibitors, primary screen, counter-screen for MBD2 inhibitor project, biochemical, TR-FRET, human UHRF1, single concentration; E3 ubiquitin-protein ligase UHRF1 (Homo sapiens), Q96T88; UHRF1 binding to methylated oligo; inhibition, % at 4.4 µM; 370,000 tested, 0.75% active; in the data active = inhibition above about 21%;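 also: UHRF1 SRA domain binding a hemimethylated CpG hairpin DNA probe; 0% = median of test compound wells and 100% = reference inhibitor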
Target sequence (Q96T88 whole entry, looked up, the tested form may be a part): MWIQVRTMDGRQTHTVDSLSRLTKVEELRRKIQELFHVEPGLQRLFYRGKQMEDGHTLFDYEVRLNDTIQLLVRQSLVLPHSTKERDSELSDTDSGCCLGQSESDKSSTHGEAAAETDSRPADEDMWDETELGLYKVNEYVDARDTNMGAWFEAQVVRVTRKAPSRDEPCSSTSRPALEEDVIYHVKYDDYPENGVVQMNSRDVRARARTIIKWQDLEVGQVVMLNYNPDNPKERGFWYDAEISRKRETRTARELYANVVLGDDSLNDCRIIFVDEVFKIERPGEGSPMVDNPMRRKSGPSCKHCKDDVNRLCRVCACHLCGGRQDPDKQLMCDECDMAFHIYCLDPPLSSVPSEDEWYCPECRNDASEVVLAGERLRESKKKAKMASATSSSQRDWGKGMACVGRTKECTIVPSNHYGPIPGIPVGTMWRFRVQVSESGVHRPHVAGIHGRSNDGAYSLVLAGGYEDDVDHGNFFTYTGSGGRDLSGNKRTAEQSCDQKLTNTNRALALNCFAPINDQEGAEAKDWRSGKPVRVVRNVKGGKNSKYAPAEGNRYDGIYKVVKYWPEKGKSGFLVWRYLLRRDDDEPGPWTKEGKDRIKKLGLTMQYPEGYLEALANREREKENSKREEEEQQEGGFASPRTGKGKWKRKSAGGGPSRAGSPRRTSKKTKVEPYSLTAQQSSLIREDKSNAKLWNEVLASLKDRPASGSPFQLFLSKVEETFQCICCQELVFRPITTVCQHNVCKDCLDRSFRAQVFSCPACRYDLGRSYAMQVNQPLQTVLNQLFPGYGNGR
MBD2 inh: inhibitors of MBD2 binding to methylated DNA, primary screen, biochemical, TR-FRET, DNA-binding domain, human | 370,000 tested, 0.31% active | MBD2 binding to methylated oligonucleotide | AID 686964, 2013 | inhibition, % at 4.4 µM | Methyl-CpG-binding domain protein 2 (Homo sapiens), Q9UBB5; in the data active = inhibition above about 13%
ARFGAP1 inh: inhibitors of rat ARFGAP1 GAP activity, primary screen, biochemical, fluorescence polarization, GDP tracer. inhibition, % at 16.5 µM. 360,000 tested, 0.26% active. Arfgap1-stimulated ARF1 GTP hydrolysis, GDP FP detection;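 active = inhibition above a per-plate limit, mean inhibition of low control wells plus 3 SD, cut at about 25% in these data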;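 also: 0% = DMSO wells with enzyme and 100% = wells lacking Arfgap1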
Target sequence (Q62848 1-136 limits assumed): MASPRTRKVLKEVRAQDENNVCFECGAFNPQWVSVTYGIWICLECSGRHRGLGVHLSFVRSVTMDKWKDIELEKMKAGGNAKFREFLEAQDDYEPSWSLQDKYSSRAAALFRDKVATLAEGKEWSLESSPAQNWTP
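Replicates: Single well per compound | Assay system: Truncated rat Arfgap1 GAP domain | Control set: No-Arfgap1 wells (100%) versus DMSO full-reaction wells (0%) | Times: Enzyme reaction 120 min at 25 °C after 20 min preincubation | Reagent: Human ARF1(Δ1-17)-GTP substrate | Measured by: Tracer-displacement fluorescence polarization with EDTA stop, 620/688 nm | Measure: Percent inhibition of Arfgap1-stimulated GTP hydrolysis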
An asterisk follows results filed as active.

smiles	DDE Tn6 FP inh	ADAM17 inh	proKLK7 act	DDE Tn7 FP inh	PLC-beta3 inh	ASAP1 inh	PLCg1 inh	UHRF1 MBD2 ctr	MBD2 inh	ARFGAP1 inh
C/C(=N\NC(=O)c1cccs1)c1ccc2c(c1)OCO2	0	0	0.1	-6	-3	-2	-1	2	-6	-1
COc1ccc(CNC(=O)CCS(=O)(=O)c2ccc3c(c2)oc(=O)n3C)cc1	7	2	-0.6	-3	4	-1	4	1	39*	4
Cc1cc(C2=NNC(=NC3CC3)SC2)c(C)n1-c1ccccc1	3	-3	-0.9	5	1	-11	-2	10	-2	0
Cc1cc(=O)[nH]c2sc(C(=O)N3c4ccccc4CC3C)c(N)c12 (configuration not stated)	3	-4	-0.3	1	-3	-12	1	-2	3	-2
COC(=O)c1sccc1NC(=O)c1c(C)noc1C	-3	1	0.4	-3	-5	9	3	7	3	10
O=C(CSc1nnc(-c2ccc(OC(F)F)cc2)o1)N1CCOCC1	-2	-3	-0.6	-6	3	2	3	0	-1	8
CC(=O)OC(C(=O)NCc1ccc2c(c1)OCO2)c1ccccc1Cl (configuration not stated)	-4	-4	0.0	3	-1	-5	1	0	2	1
CC(=O)n1cc([C@H]2C=C(C(=O)O)O[C@@H](OCCCCO)C2)c2ccccc21	-3	-5	-0.1	-1	-25	4	-14	0	-1	-8
CC1(c2nnnn2-c2ccc3c(c2)OCCO3)CCC(=O)N1CCCN1CCOCC1 (configuration not stated)	4	-3	0.0	1	1	3	2	1	3	-3
CC(=O)c1cccc(OCC(=O)N2CCN(c3ccc(C(F)(F)F)cn3)CC2)c1	10	0	0.5	-6	-3	-7	2	0	-5	10
Cc1ccc(-c2ccnc3c(Cl)c(C)nn23)cc1	1	-3	0.8	-3	-17	4	-12	0	-5	-4
CC1(C(=O)NS(=O)(=O)c2ccccc2Cl)CCN1C(=O)CC1CCCC1 (configuration not stated)	-2	1	0.1	-2	5	-5	3	-1	0	4

Structures listed so far shown as hits in MBD2 inh:
Molecule	DDE Tn6 FP inh	ADAM17 inh	proKLK7 act	DDE Tn7 FP inh	PLC-beta3 inh	ASAP1 inh	PLCg1 inh	MBD2 inh	ARFGAP1 inh
COc1ccc(CNC(=O)CCS(=O)(=O)c2ccc3c(c2)oc(=O)n3C)cc1	7	2	-0.6	-3	4	-1	4	39*	4

Next section.
smiles	DDE Tn6 FP inh	ADAM17 inh	proKLK7 act	DDE Tn7 FP inh	PLC-beta3 inh	ASAP1 inh	PLCg1 inh	UHRF1 MBD2 ctr	MBD2 inh	ARFGAP1 inh
CCOC(=O)c1c(SC)nc(SC)c2c1CCC2	2	-3	-0.4	6	0	-8	2	-4	2	-5
N#Cc1c(Cl)cccc1-n1ccnc1	-3	-4	0.2	12	5	0	-1	2	-7	0
NS(=O)(=O)c1ccc(CNC(=O)c2cc(-c3cccnc3)nc3ccc(Cl)cc23)cc1	9	-11	1.9	3	-11	-4	-5	5	0	8
O=C(NC1CCCCC1)c1cccc(OCc2ccccc2)c1	5	3	0.2	-1	-5	2	2	-3	-6	-4
CC1=NC(C)(C)CC2CCC(O)C12 (configuration not stated)	-1	-1	0.2	-3	-6	-11	1	2	3	8
COc1ccccc1C(=O)Nc1nc2ccccc2s1	0	-4	-1.6	-2	-38	-2	-21	-1	2	12
Cc1cc(C(=O)NNC(=O)Cc2ccc(Cl)cc2)c(C)o1	-3	1	0.7	-14	-2	-3	0	-1	1	-1
Cn1c(=O)c2c(nc(NCc3ccccc3)n2CCCc2ccccc2)n(C)c1=O	-6	1	0.4	-9	5	3	5	-5	-5	-4
COc1ccc(C(=O)OCc2csc(C)n2)c(O)c1	-4	-5	0.4	3	-9	-5	0	0	-1	-9
O=C(Nc1ccc2c(c1)CCCN2C(=O)c1ccccc1)c1ccccc1Br	5	-1	0.5	1	-4	-5	2	0	-4	10
CC1=NN(C(=O)Cc2ccc(C)cc2)C(O)(c2cccnc2)C1 (configuration not stated)	-3	1	-0.5	-1	1	5	-1	-1	3	-8
Cc1nn(CC(=O)N(C)C2CCC(C)CC2)c(C)c1S(=O)(=O)N(C)C (configuration not stated)	2	-4	-0.2	7	0	0	-1	-1	1	-2
COc1ccc(CNC(=O)COC(=O)CNC(=O)c2sc3ccccc3c2Cl)cc1OC	4	-2	0.5	5	-3	-24	2	-2	0	-16
O=C(NCC1CCCO1)C(c1ccncc1)N(Cc1cccs1)C(=O)Cn1nnc(-c2ccc(F)cc2)n1 (configuration not stated)	-3	0	0.1	5	-7	-6	-3	0	4	15
CC(O)CNCCOc1ccccc1OCc1ccccc1 (configuration not stated)	-4	-3	-0.5	2	-4	-1	3	0	3	9
Cc1ccc(S(=O)(=O)NCC(c2ccco2)S(=O)(=O)c2ccccc2)cc1 (configuration not stated)	-9	0	-0.2	4	1	13	-1	-1	-5	3
COc1ccc(NC(=O)CN(C)C(=O)CN2C(=O)c3ccc([N+](=O)[O-])cc3C2=O)cc1	3	-3	-0.9	3	-11	12	-2	5	4	0
Cc1onc(-c2ccccc2Cl)c1C(=O)OCC(=O)c1ccc2c(c1)OCCO2	-10	6	-0.3	1	-1	-10	2	0	2	6
CCC(CC)C(=O)Nc1nc(-c2ccc3c(c2)CCN3C(=O)C2CC2)c(C)s1	-1	-3	-0.2	-7	-1	22	0	-2	4	-4
O=C(NCCOc1nc(N2CCOCC2)nc(N2CCOCC2)n1)Nc1ccccc1	-2	-2	0.6	-1	-7	-1	6	7	-1	2
COc1cccc(-c2cc(C(=O)N3CC4(C)CC3CC(C)(C)C4)no2)c1 (configuration not stated)	-7	-6	0.9	1	5	9	0	5	7	-12
Cc1noc(NS(=O)(=O)c2ccc(NC(=O)COc3ccc(C#N)cc3)cc2)c1C	9	-2	0.2	9	0	-4	1	0	2	4
Cc1cccc(C(=O)OCC(=O)c2c(N)n(CC(C)C)c(=O)n(C)c2=O)c1[N+](=O)[O-]	-4	7	-0.6	2	3	-1	3	-1	-5	8
CCc1cccc(OCC2Cn3c(nc4c3c(=O)[nH]c(=O)n4C)O2)c1 (configuration not stated)	-4	-3	-0.6	-2	0	14	-1	17	4	3
CC(C)CC1C(=O)N(Cc2cn(Cc3ccco3)nn2)CCS(=O)(=O)N1Cc1ccc(-c2ccc(F)nc2)cc1 (configuration not stated)	-3	7	-0.4	-11	0	12	-4	0	1	2
CCn1nc(NS(=O)(=O)c2ccc(NC(C)=O)cc2)c2cc3cccc(C)c3nc21	-6	-4	0.1	-1	-25	-10	-13	-4	2	-2
COc1ccc(C(=O)NNC(=O)Cc2ccc(-c3ccccc3)cc2)cc1OC	-5	5	-0.2	-5	5	2	4	2	-6	5
COC(=O)C1=C(O)/C(=C\c2cc(C)n(-c3ccccc3F)c2C)N=C1C	-6	-7	0.5	-2	-34	2	-31	-4	-3	-3
Cc1[nH]c2ccc(C(=O)OC(C)C(=O)NCc3ccccc3)cc2c1C (configuration not stated)	-4	3	-0.3	-10	-18	-2	-12	-2	1	5
CCOC(=O)c1[nH]c2ccc(F)cc2c1N=C(C)N(CC)CC	-10	-2	-0.5	2	3	-9	3	4	7	-4
COc1cc(CNCCc2ccccc2)ccc1OCC(N)=O	2	-2	0.2	2	2	-5	0	3	1	-9
COC(=O)c1sccc1NC(=O)Nc1cc(C)cc(C)c1	0	0	-0.2	2	-7	10	-4	-1	-7	-3
CC(C)(C)C(=O)NC(=S)Nc1ccc(Cl)c(C(=O)O)c1	-8	-6	-0.1	1	-5	14	5	4	6	1
O=C(CSc1ccc2nnc(-c3cccnc3)n2n1)NCc1ccco1	-3	-13	-0.3	3	-38	7	-29	-1	4	4
Cc1cccc(NC(=O)c2ccc(Cl)nc2)n1	-4	-2	-0.2	3	-6	-14	-2	-1	1	-4
COc1ccc(OC)c(CN2C(=O)CN(S(C)(=O)=O)CC2(C)C(=O)Nc2c(C)cccc2C)c1 (configuration not stated)	2	-3	0.3	2	1	5	-1	-2	4	-6

Some values from above:
In PLCg1 inh, COc1cc(CNCCc2ccccc2)ccc1OCC(N)=O reads 0
In PLC-beta3 inh, Cc1cccc(NC(=O)c2ccc(Cl)nc2)n1 reads -6

The listing continues.
smiles	DDE Tn6 FP inh	ADAM17 inh	proKLK7 act	DDE Tn7 FP inh	PLC-beta3 inh	ASAP1 inh	PLCg1 inh	UHRF1 MBD2 ctr	MBD2 inh	ARFGAP1 inh
c1cc2c3c(cccc3c1)C(N1CCOCC1)=N2	4	-22	44*	-3	-456	21	-348	-8	1	4
COc1ccc(NC(=O)CSCC(=O)Nc2ccc(C)c(S(=O)(=O)N3CCCCCC3)c2)cc1	-6	2	0.1	9	-10	-2	-2	-4	-8	-8
CC(/C=C/c1ccccc1F)=N\NC(=O)c1cccc(F)c1	4	2	-0.1	1	0	-3	0	-1	0	-1
CCOc1ccc(C=NN2CCCCCC2)cc1OCC	6	-3	-0.1	-2	-8	-5	-4	0	0	-7
CC(C)CCC1(CCO)C(=O)N=C(N)NC1=O (configuration not stated)	-4	-3	-0.3	-7	-1	-4	0	-1	-1	-8
CCCC(=O)NC(c1ccco1)c1cc([N+](=O)[O-])c2cccnc2c1O (configuration not stated)	4	7	-0.3	-3	4	2	14*	-7	-4	-11
N#Cc1ccsc1NC(=O)COC(=O)c1ccc(NC(N)=O)cc1	-5	-3	0.2	3	-10	1	-5	0	7	5
CCOC(=O)CC(c1ccc(N)cc1)n1c(C)ccc1C (configuration not stated)	1	-8	-0.2	7	-10	3	-4	0	2	4
CCOC(=O)CNC(=S)N(CCCN1CCN(C)CC1)Cc1cccs1	-1	-1	-0.2	-5	-3	5	-1	2	4	3
C/C(=N\NC(=O)c1ccc(Cn2cc(Br)cn2)o1)c1cccc(NC(=O)C(C)(C)C)c1	4	-1	0.0	-5	4	-4	-3	5	-3	-6
CCCn1c(C)cc(C(=O)CSc2nc3nc(C)cc(C)n3n2)c1C	1	5	-0.1	5	0	-10	0	-2	-11	7
Cc1cccc(C(=O)NCC(=O)N2CCN(S(=O)(=O)c3ccc4c(c3)OCCO4)CC2)c1	1	-4	0.7	-1	-4	12	0	0	-1	7
